High-throughput results as filed in PubChem.
RORgamma inh: qHTS for inhibitors of ROR gamma transcriptional activity; Drosophila S2 Gal4-RORgamma UAS-luciferase reporter, 20 h; Potency, µM (titrated, usually from 53.6 µM), inactives show top-dose activity change, negative = inhibition, actives largely listed as inhibitors; 310,000 tested, 5.4% active; Nuclear receptor ROR-gamma (Mus musculus), P51450; note: potency is the fitted concentration of half-maximal effect; % is set by controls: 0 for no effect and ±100 for the full control effect; nearly all actives have a fitted effect of over 60% in size
Target sequence (P51450 whole entry, looked up, the tested form may be a part): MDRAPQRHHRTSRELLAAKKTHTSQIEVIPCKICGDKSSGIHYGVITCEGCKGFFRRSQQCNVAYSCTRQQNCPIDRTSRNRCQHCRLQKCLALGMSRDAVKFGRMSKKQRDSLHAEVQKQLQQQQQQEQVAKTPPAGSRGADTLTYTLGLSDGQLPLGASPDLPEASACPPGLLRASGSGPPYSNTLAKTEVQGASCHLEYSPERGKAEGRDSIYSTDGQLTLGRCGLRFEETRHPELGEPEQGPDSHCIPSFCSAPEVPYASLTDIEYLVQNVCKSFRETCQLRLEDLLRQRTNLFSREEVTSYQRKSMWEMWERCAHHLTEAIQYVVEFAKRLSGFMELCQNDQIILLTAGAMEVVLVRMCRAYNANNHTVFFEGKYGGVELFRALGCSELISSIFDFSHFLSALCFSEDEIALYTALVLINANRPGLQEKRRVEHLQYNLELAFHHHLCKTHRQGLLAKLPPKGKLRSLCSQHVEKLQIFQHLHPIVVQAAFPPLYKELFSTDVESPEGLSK
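Luminescence from a UAS-regulated Photinus luciferase reporter in stably transfected Drosophila Schneider cells is measured; decreased signal marks ROR gamma inhibition. Fusion expression is induced by 700 uM copper sulfate for 20 hr.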
VP16 counter: VP16 counterscreen qHTS for inhibitors of ROR gamma transcriptional activity; Drosophila S2 Gal4-VP16 UAS-luciferase, luminescence, 20 h; 310,000 tested, 3.5% active; Potency, µM (titrated, usually from 53.6 µM), for inactives: top-dose activity, negative = inhibition, usual class: inhibitors;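 note: Gal4-VP16 expression switched on by copper sulfate through the metallothionein promoter; potency is the fitted concentration of half-maximal effect; % is set by controls: 0 for no effect and ±100 for the full control effect; nearly all actives have a fitted effect of over 50% in size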
PKM2 act: qHTS Assay for Activators of Human Muscle isoform 2 Pyruvate Kinase; Potency, µM (doses to about 57.5 µM), inactives show at the highest dose activation, actives largely listed as activators; purified PKM2, Kinase-Glo ATP luminescence, activation; response scale: 0% is enzyme alone, no compound; 260,000 tested, 0.34% active; AID 1631, 2009; Pyruvate kinase PKM (Homo sapiens), P14618; note: potency is the fitted concentration of half-maximal effect; % is set by controls: 0 for no effect and ±100 for the full control effect; nearly all actives have a fitted effect of over 55% in size
Target sequence (P14618 whole entry, looked up, canonical isoform): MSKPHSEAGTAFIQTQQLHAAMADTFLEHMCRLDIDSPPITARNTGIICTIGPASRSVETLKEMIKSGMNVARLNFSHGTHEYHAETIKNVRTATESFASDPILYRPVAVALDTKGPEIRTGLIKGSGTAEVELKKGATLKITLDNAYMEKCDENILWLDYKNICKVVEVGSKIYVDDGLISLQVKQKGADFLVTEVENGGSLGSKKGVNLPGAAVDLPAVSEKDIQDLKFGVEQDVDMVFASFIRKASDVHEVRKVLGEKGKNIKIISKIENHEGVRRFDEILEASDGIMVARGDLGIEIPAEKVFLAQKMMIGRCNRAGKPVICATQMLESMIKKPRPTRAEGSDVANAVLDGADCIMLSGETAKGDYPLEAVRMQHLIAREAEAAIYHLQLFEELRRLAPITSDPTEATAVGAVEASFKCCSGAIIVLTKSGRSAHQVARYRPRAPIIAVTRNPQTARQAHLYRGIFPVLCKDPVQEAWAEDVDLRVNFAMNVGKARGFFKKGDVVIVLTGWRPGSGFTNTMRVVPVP
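hPK-M2, >95% pure; 0.1 mM ADP / 0.5 mM PEP final; imidazole pH7.2 buffer w/ 7 mM MgCl2, 50 mM KCl; 1 h RT; Kinase-Glo lum. Intermediate enzyme activity for dual inhibitor/activator qHTS.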
KCNH2 3.1 inh: qHTS for Inhibitors of KCHN2 3.1: Mutant qHTS | Potassium voltage-gated channel subfamily H member 2, brain isoform KCNH2 3.1 (human) | U2OS KCNH2 3.1, thallium flux FluxOr; hits give low values | activity change, % (tested at about 1.8 µM) | 340,000 tested, 0.95% active;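 active = maximum activity change below -70%; inconclusive = maximum activity change from -70% to -50%; inactive = maximum activity change above -50%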;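 note: thallium influx rate constant from kinetic fluorescence after stimulation buffer; % is set by controls: 0 for no effect and ±100 for the full control effect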
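FluxOr-based Tl+ influx in U2OS cells transduced with KCNH2 3.1 virus; rate constants normalized to DMSO controls.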
ELG1 repair inh: qHTS screen for small molecules that inhibit ELG1-dependent DNA repair in human embryonic kidney (HEK293T) cells expressing luciferase-tagged ELG1; HEK293T ELG1-luciferase reporter, luminescence, 16 h; DNA damage induced by 5-fluorouridine; Potency, µM (doses to about 46.1 µM), for the others: at the top dose activity change, negative = inhibition, actives largely listed as inhibitors; 330,000 tested, 2.3% active; AID 504467, 2011; note: potency is the fitted concentration of half-maximal effect; % is set by controls: 0 for no effect and ±100 for the full control effect; nearly all actives have a fitted effect of over 55% in size
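Luminescence from the luciferase reporter, measured 30 min after ONE-Glo reagent at room temperature, was the read-out. Beforehand, 2,000 cells per well were exposed for 16 hr at 37 °C to 5-fluorouridine together with compound or vehicle.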
NPC1 prom act: qHTS Assay for NPC1 Promoter Activators | Huh7 NPC1 promoter luciferase reporter, 24 h | 320,000 tested, 2.4% active | Potency, µM (doses to about 9.22 µM), for the others: at the highest dose activation, hits mostly activators;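 note: potency is the fitted concentration of half-maximal effect; % of control where 0% means no effect; nearly all actives have a fitted effect of over 60% in size; reporter is driven by a mutant NPC1 promoter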
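Compounds in DMSO were transferred onto Huh7 NPC1-luciferase reporter cells pre-incubated 2 h; after 24 h at 37 °C, Amplite reagent was dispensed and luminescence recorded 10 min later.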
Menin-MLL TR inh: qHTS Assay for Inhibitors Targeting the Menin-MLL Interaction in MLL Related Leukemias: Competition With Texas Red Labeled MLL-derived Mutant Peptide | O00255 | Menin + Texas Red MLL mutant peptide, fluorescence polarization | Potency, µM (top dose mostly 61.6 µM), for the others: at the highest dose FP activity change, negative = inhibition, usual class: inhibitors | 270,000 tested, 0.23% active | AID 1768, 2009; active = well fitted inhibition curve with a large enough effect in the polarisation, with a control signal flat, not every such curve was filed as active; inconclusive = small, poorly fitted or top-dose-only effect, or effect the other way, or a change in a side signal; inactive = no such curve, though single readings can be large or run the other way; the % refers to the polarisation; note: potency is the fitted concentration of half-maximal effect; % of control where 0% means no effect; many of its hits are not listed in these tables
Mito fusion yeast: qHTS Assay for Small Molecule Inhibitors of Mitochondrial Division or Activators of Mitochondrial Fusion | S. cerevisiae fusion-defective mutant growth rescue, CellTiterGlo 48 h | Potency, µM (top dose mostly 46.1 µM), without a hit: at the highest dose growth rescue (activation), actives largely listed as activators | 320,000 tested, 0.23% active;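 note: potency is the fitted concentration of half-maximal effect; % of control where 0% means no effect; nearly all actives have a fitted effect of over 45% in size; temperature-sensitive fusion mutants such as fzo1-1 at 37 °C on non-fermentable ethanol glycerol medium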
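S. cerevisiae fusion-defective temperature-sensitive mutants (e.g. fzo1-1, mgm1-5) grown 48 h at 37C in YPEG (ethanol/glycerol non-fermentable) medium with 23 nl compound per well; growth rescue read as CellTiterGlo luminescence.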
Rab9 prom act: qHTS Assay for Rab9 Promoter Activators | Huh7 Rab9 promoter-luciferase reporter, luminescence, 24 h | Potency, µM (top dose mostly 9.22 µM), without a hit: at the highest dose activation, negative = inhibition, hits mostly activators | 320,000 tested, 2.8% active | AID 485297, 2010; note: potency is the fitted concentration of half-maximal effect; % of control where 0% means no effect; nearly all actives have a fitted effect of over 60% in size
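Using Huh7 cells stably transfected with Rab9 promoter–luciferase, compounds were incubated 24 h at 37 °C, 5% CO2; luciferase luminescence was read 10 min after reagent addition.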
FLuc counter: qHTS profiling assay for firefly luciferase inhibitor/activator using purifed enzyme and Km concentrations of substrates (counterscreen for miR-21 project); Luciferin 4-monooxygenase (Photinus pyralis), P08659; 360,000 tested, 6.9% active; purified FLuc, Km substrates, luminescence inhibition; Potency, µM (top dose mostly 57.5 µM), for the others: top-dose activity change, negative = inhibition, usual class: inhibitors;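 note: potency is the fitted concentration of half-maximal effect; plate controls were vehicle for no effect and reference inhibitor for full effect; nearly all actives have a fitted effect of over 55% in size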
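Purified P. pyralis luciferase, 10 nM final, with Km-level 10 uM D-luciferin and 10 uM ATP in 50 mM Tris acetate pH 7.5, 10 mM Mg acetate, 0.01% Tween-20, 0.05% BSA; 6-point qHTS titration about 60 µM downward; luminescence read.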
MBNL1-CUG inh: qHTS Assay for Inhibitors of MBNL1-poly(CUG) RNA binding; Muscleblind-like protein 1 (Homo sapiens), Q9NR56; AID 2675, 2010; 280,000 tested, 0.036% active; TR-FRET MBNL1-His/biotin-(CUG)12 binding, 665/545 ratio; Potency, µM (highest dose often 57.5 µM), inactives show top-dose activity change, negative = inhibition, most hits filed as inhibitors; active = well fitted inhibition curve with a large enough effect in the signal ratio, with a control signal flat, not every such curve was filed as active; inconclusive = small, poorly fitted or top-dose-only effect, or effect the other way, or a change in a side signal; inactive = no such curve, though single readings can be large or run the other way; the % refers to the signal ratio; note: potency is the fitted concentration of half-maximal effect; % is set by controls: 0 for no effect and ±100 for the full control effect
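Inhibition of protein-RNA binding appears as loss of TR-FRET between terbium anti-His antibody on MBNL1-His and streptavidin-XL665 on biotin-(CUG)12. Activity is normalized to buffer-only and uninhibited-complex controls.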
* marks the source's active call; other numbers are inactive results; ? = inconclusive; nt = not tested or not shown; [ ] = another dose, or the depositor's remark. Unless noted, calls come from the whole dose curve; as a rule, active = well fitted curve in the direction sought with a large enough effect; inconclusive = small, poorly fitted or top-dose-only effect, or another doubt; inactive = no such curve, though single readings can be large; an effect the other way counts as inactive or inconclusive. These rows are one share of the data, so the mix of outcomes need not match the whole.

SMILES | RORgamma inh | VP16 counter | PKM2 act | KCNH2 3.1 inh | ELG1 repair inh | NPC1 prom act | Menin-MLL TR inh | Mito fusion yeast | Rab9 prom act | FLuc counter | MBNL1-CUG inh
Cc1ccc(N2C(=O)C3C(C(=O)c4ccccc4)=NN(c4ccccc4)C3C2=O)cc1 (stereo unspecified) | -7% | -2% | -2% | -11 | 20% | 1% | -21% | -2% | -2% | -2% | 34%[activator]
CN(C(=O)c1ccco1)c1nc2c(s1)CCCC2 | ? | ? | -34% | 14 | ? | 0.71µM* | -9% | -1% | 0.89µM* | 2.4µM* | -4%
CCOC(=O)Nc1c(C(=O)OC)[nH]c2cccc(OC)c12 | -29% | 6% | 3% | 5 | 4% | -3% | 17% | -5% | 3% | -3% | 8%
CCOc1ccc(N(CC(=O)N/N=C/c2ccc(OC(C)C)cc2)S(C)(=O)=O)cc1 | 44% | -1% | 13% | -13 | 9% | -1% | -15% | -12% | -2% | -19% | -2%
Cc1ccc(NC(=O)CSc2nnc(CCNC(=O)OC(C)(C)C)o2)c(C)c1 | 0% | 13% | -7% | 5 | -6% | 1% | -2% | -2% | -6% | -1% | -1%
CCOC(=O)C1CCN(C(=O)Cc2ccccc2OC)CC1 | 6% | 7% | 3% | -6 | 3% | -4% | -9% | -1% | 1% | 3% | -3%
OCC[C@H]1C[C@@H](O)[C@H](O)[C@]2(CCCCO2)O1 | 12% | -10% | -2% | 14 | 0% | -1% | nt | -1% | 4% | -1% | -11%
CCOC(=O)c1cc(C(=O)n2cc(Cl)cn2)nn1C | -7% | ? | -4% | -12 | -2% | 1% | 15% | -1% | -6% | 1% | -2%
COc1cccc(OCCOc2cccc(/C=N/n3cnnc3)c2)c1 | ? | ? | -3% | 7 | ? | 4µM* | 5% | 4% | 2.8µM* | ? | ?
O=C(ON=C1CCN(c2ccc([N+](=O)[O-])cc2)CC1)c1ccccc1 | ? | -5% | -5% | -49 | 12% | 8% | -7% | -2% | 13% | ? | ?
CN(C)N1C(N)=C(C#N)C(c2cccc3ccccc23)C2=C1CC(c1ccccc1)CC2=O (stereo unspecified) | 7% | 4% | -3% | ? | 16µM* | -1% | -1% | 12% | 4% | 10% | nt
O=C(COc1ccc2ccccc2c1)Nc1nc2ccccc2[nH]1 | ? | ? | -3% | 6 | ? | 2% | 13% | 0% | 1% | -3% | 14%
Cc1nnc(SCC(=O)Nc2ccc(Br)cc2)n(N)c1=O | 5% | -11% | 13% | 11 | 2% | 7% | 3% | 5% | -4% | -4% | 15%
Cc1cc(CSc2ccccc2)ccc1NC(=O)c1ccc(Br)cc1 | ? | ? | -5% | -29 | 29% | -4% | -23% | -3% | -1% | 0% | nt
COc1ccc(-n2nc(C(=O)NCC(=O)O)c3ccccc3c2=O)cc1 | -4% | -9% | nt | 1 | -7% | 2% | 0% | 0% | -2% | 2% | ?
CCCOc1cccc(-c2cc(C(=O)N/N=C/c3ccccn3)c3ccccc3n2)c1 | 1µM* | 1.3µM* | nt | -28 | 12% | -2% | nt | -6% | -13% | 3.8µM* | 2%
Cc1oc(/C=N/NC(=O)CN(c2ccccc2Cl)S(C)(=O)=O)cc1Br | 22% | -6% | 6% | -18 | -9% | -5% | -10% | -5% | -3% | -2% | ?
O=C(NN=C(Cc1ccccc1)Cc1ccccc1)c1ccccc1F | ? | 2% | 0% | 9 | ? | 1% | -23% | -3% | 22% | ? | 7%
CC(C)OC(=O)c1nnn(-c2nonc2N)c1CN1CCCCCC1 | 10% | 9% | -15% | 4 | 3% | -1% | -21% | 2% | 1% | 4% | -1%
Nc1ccc(-c2ccc(N)cc2C(F)(F)F)c(C(F)(F)F)c1 | -18% | -16% | 0% | -12 | -11% | -1% | 6% | -15% | -11% | -1% | -3%
COc1ccc(-c2nc3c4ccccc4ccn3c2CN2CCCCC2)cc1OC | ? | 5% | 1% | 5 | 18% | -4% | nt | -9% | -2% | -13% | 5%
COc1cccc2cc(C(=O)N3CCN(C(=O)c4ccccc4)CC3)c(=O)oc12 | 26% | -2% | 2% | 14 | -13% | -1% | -4% | -1% | -2% | 2% | 22%
O=C(CN1C2=NCCCN2c2ccccc21)c1cccs1 | -12% | 3% | -12% | -29 | -16% | 7% | 2% | 2% | -7% | -3% | 1%
CO/N=C/c1ccc(N2CCN(C(=O)c3cccc(Cl)c3)CC2)c([N+](=O)[O-])c1 | -12% | ? | -7% | ? | ? | -6% | -7% | 10% | -5% | -8% | ?
COc1ccccc1N(C(=O)Cn1nnc2ccccc21)C(C(=O)NCc1ccco1)c1ccc(C)o1 (stereo unspecified) | 39% | -5% | 4% | -27 | -7% | 14% | -5% | 1% | -3% | 5% | -5%
C=CCn1c(SCC(=O)Nc2ccc(Cl)cn2)nnc1C1CC1 | 12% | 1% | 4% | 11 | ? | -5% | nt | 2% | 2% | ? | 2%
Cc1cc(C(=O)NC2CCCc3ccccc32)no1 (stereo unspecified) | -8% | -5% | 0% | 3 | ? | -3% | -1% | 3% | -3% | 1% | -12%
COc1ccc(NC(=O)C2(c3ccccc3)CCCC2)cc1 | 5% | -15% | -4% | -3 | -13% | -2% | -21% | 11% | -6% | -7% | -5%
CC1(C)CC(NC(=O)Cc2ccc(Cl)cc2)CC(C)(C)N1 | -20% | 8% | -2%[11.5 µM] | 22 | -10% | 1% | 1% | -3% | 0% | 2% | 1%
NCCCC[C@H]1CNC(=S)N1CC1(c2ccccc2)CC1 | 4% | 1% | -8% | -6 | 1% | -3% | nt | -12% | 0% | 2% | -11%
COc1ccccc1-c1nnc(NC(=O)c2ccccc2F)o1 | 2µM* | 2.8µM* | 2% | -1 | 14% | 10% | -2% | -2% | -4% | ? | -6%
COC(=O)c1cc(=O)n(CCc2ccccc2)c(=Nc2ccc(F)cc2)s1 | 8.9µM* | -28% | 7% | -2 | -23% | 1% | 5% | 12% | -5% | 5% | ?
CCOC(=O)C(C)c1nc2ccccc2[nH]c1=O (stereo unspecified) | 0% | -17% | -23% | 2 | 18% | 4% | -1% | 2% | 0% | 9% | 0%
COc1ccc(C/C(C)=N/NC(=S)Nc2ccccc2)cc1 | 20µM* | ? | -6% | 3 | ? | 2% | 2% | -10% | -3% | ? | 5%
CC[n+]1oc(-c2ccccc2)cc1C | -3% | -1% | 8% | 3 | -1% | -4% | -20% | 10% | -8% | -4% | -5%
COc1cc(NC(=O)C2CC(c3c(F)cccc3Cl)=NO2)c(OC)cc1Cl (stereo unspecified) | -19%[1.91 µM] | 0% | 1% | 9 | -17% | -2% | 36%[activator] | -20% | -3% | 1% | 3%
Cc1cccn2c(=O)c3cc(C(=O)NC(C)c4ccccc4)c(=N)n(CCCn4ccnc4)c3nc12 (stereo unspecified) | 1% | -9% | 0% | 28 | -6% | -1% | nt | -2% | -13% | -3% | ?
CCNC(=O)CN(c1ccccc1)S(=O)(=O)c1ccc(Cl)cc1 | 20% | 18% | 5% | -1 | -12% | -2% | 1% | 7% | -5% | 7% | -7%
CCS(=O)(=O)N1Cc2ccccc2CC1C(=O)Nc1ccc(OC)c(OC)c1 (stereo unspecified) | 1% | 2% | 1% | -15 | -2% | 0% | 20% | -2% | 7% | 1% | -1%
